PPARg SRC-2 ag = PPARgamma-driven SRC-2 recruitment agonism | P37231 | 0.34% of 200,000 active | activation, % at 8 µM | PPARgamma LBD-SRC-2 recruitment, biochemical; in the data active = activation above about 22%;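 also: 0% = vehicle and 100% = reference agonist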
PPARg SRC1 recr = agonists of human PPARgamma SRC-1 coactivator recruitment; P37231; PPARgamma-SRC-1 coactivator recruitment biochemical assay; 0.41% of 200,000 active; activation, % at 8 µM; in the data active = activation above about 19%;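 also: 0% = DMSO and 100% = reference agonist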
SRC2 TRFRET art = TR-FRET artefact, counter-screen to PPARgamma/SRC-2 agonist assay | hits give high values | TR-FRET ratio at 8 µM | 0.4% of 200,000 active; in the data active = TR-FRET ratio above about 2000; also: inactives centre near 1500; reference of the scale not given here
S1P3 antagonist = blocks the human S1P3 receptor; Q99500; CHO S1P3 NFAT-BLA reporter, FRET fluorescence, antagonist mode; inhibition, % at 4.98 µM; 0.27% of 170,000 active;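 active = inhibition above the plate cutoff, the mean inhibition of test wells on that plate plus 3 SD, cut at about 28% in these data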;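 also: cells challenged with S1P at its EC80 of 0.8 µM; blue over green emission ratio from cleaved BLA substrate after 4 h stimulation; 0% = S1P-stimulated wells and 100% = unstimulated DMSO-only wells; some compounds past the cut are filed as inactive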
Target sequence (Q99500 whole entry, looked up): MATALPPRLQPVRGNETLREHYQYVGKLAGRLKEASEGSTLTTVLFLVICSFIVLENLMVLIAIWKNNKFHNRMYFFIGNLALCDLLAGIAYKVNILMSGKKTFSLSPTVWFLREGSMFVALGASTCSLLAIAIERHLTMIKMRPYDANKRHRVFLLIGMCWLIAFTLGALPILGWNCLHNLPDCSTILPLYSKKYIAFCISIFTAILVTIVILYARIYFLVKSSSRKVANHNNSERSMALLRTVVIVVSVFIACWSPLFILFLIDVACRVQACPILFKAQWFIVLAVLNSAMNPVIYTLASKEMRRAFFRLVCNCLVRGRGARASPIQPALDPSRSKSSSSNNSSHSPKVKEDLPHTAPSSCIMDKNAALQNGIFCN
ROMK primary = modulates human ROMK potassium channel activity; P48048; Tet-inducible ROMK, thallium flux fluorescence; actives lie on both sides; B-score at 10 µM; 2% of 130,000 active;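 active = signal ratio slope over the read window, or its plate-corrected B-score, at least 3 SD from the plate mean, either direction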;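 also: B-score of the F/F0 ratio slope over 7 to 12 s after thallium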
Target sequence (P48048 whole entry, looked up): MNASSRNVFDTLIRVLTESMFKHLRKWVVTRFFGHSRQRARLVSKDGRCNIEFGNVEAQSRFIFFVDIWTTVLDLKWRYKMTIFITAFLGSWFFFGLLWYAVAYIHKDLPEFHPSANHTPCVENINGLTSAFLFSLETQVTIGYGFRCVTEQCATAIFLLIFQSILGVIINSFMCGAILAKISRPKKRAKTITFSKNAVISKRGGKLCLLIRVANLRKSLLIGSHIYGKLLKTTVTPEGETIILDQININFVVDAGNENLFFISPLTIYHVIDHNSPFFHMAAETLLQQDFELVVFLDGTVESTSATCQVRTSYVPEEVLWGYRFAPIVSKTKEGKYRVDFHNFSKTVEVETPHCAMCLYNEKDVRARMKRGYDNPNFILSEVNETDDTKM
L major viab = reduces viability of Leishmania major promastigotes. resazurin fluorescence viability. inhibition, % at 10 µM. 9% of 200,000 active; in the data active = inhibition above about 50%;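 also: promastigotes grown with compound for 44 hours at 28 °C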
PPARg SRC-3 ag = agonists of human PPARgamma SRC-3 coactivator recruitment | P37231 | biochemical PPARgamma/SRC-3 coactivator recruitment assay | activation, % at 8 µM | 0.26% of 200,000 active; in the data active = activation above about 23%;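 also: 0% = DMSO and 100% = reference agonist; some compounds past the cut are filed as inactive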
bIAP act = intestinal alkaline phosphatase (bovine) activation. purified bovine IAP, CDP-star luminescence, 30 min; hits give high values; fold of DMSO-control signal, blank-subtracted. AID 1016. 0.17% of 200,000 active. activation factor at 20 µM;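 active = activation factor of 2 or more at 20 µM, a signal rise over negative controls twice the positive control's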
Redox H2O2 prof = compounds producing H2O2 with reducing agent – biochemical, NIH compound library profiling, artefact control for MLSCN library redox annotation, primary screen; 0.03% of 200,000 active; DTT-dependent redox cycling H2O2, phenol red/HRP absorbance; 100% = 100 µM peroxide control, 0% = buffer; activation, % at 10 µM;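 active = activation of at least 50% relative to the plate's high and low controls in the primary single-dose screen; inactive = activation below 50%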;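 also: compound incubated with DTT at 0.8 mM final as the reducing agent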
TLR4 MyD88 comp = blocks binding of human TLR4 to MyD88; 0.18% of 200,000 active; O00206+Q99836; inhibition, % at 8.4 µM; AID 861; HeLa CL3-4 TLR4/MyD88 BLA complementation, FRET ratio; in the data active = inhibition above about 25%;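 also: 0% = vehicle and 100% = reference inhibitor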
bIAP inh = intestinal alkaline phosphatase (bovine) inhibition; 190,000 tested, under 10 active; purified bovine IAP, CDP-star luminescence, 30 min; inhibition, % at 20 µM;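 active = over 50% inhibition of intestinal alkaline phosphatase at 20 µM in the single-dose screen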
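System: purified bovine intestinal alkaline phosphatase (IAP) enzyme; Input: IAP diluted 1/65,000,000 in the well; Measured by: CDP-star luminescence signal; Compound dosing: 20 µM single dose; Incubation: 30 min reaction at room temperature.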
Starred values were filed as active, the others as inactive; · = no result given.

Values run as follows: PPARg SRC-2 ag	PPARg SRC1 recr	SRC2 TRFRET art	S1P3 antagonist	ROMK primary	L major viab	PPARg SRC-3 ag	bIAP act	Redox H2O2 prof	TLR4 MyD88 comp	bIAP inh
C=CCO/N=C(/C)c1c(O)c(CC)c(-c2ccccc2)n(-c2ccccc2)c1=O
  1.8	8.2	1453	·	-0.89	51.0*	-2.1	1	-0.6	-5.5	-2.6
COc1ccc(CNc2ncnc3cc(Cl)ccc23)cc1
  2.8	2.6	1554	-6.3	-0.366	43.1	-0.3	1.1	-1.0	6.7	-6.0
COC(=O)CSc1nc2sc(C)c(C)c2c(=O)n1C
  0.8	3.8	1791	-6.8	·	-2.2	5.2	0.9	2.0	-5.8	12.8
CCOC(=O)c1cc(NC(=O)COc2ccc([N+](=O)[O-])cc2)cc(C(=O)OCC)c1
  -7.3	-1.1	1310	2.4	0	-7.4	-3.1	1.1	0.1	-1.1	-6.2
CC(=O)Oc1c2occc2cc2ccc(=O)oc12
  -2.5	11.1	1839	-9.6	0.437	-7.8	-3.0	0.9	-2.9	5.3	14.5
O=C(CNC(=O)c1cccs1)N/N=C/c1c[nH]c2ccccc12
  1.3	2.2	1582	5.0	-0.25	-2.0	3.6	0.9	-0.7	-2.8	5.3
COc1ccccc1-c1c(C)c(C)nc(N)c1C#N
  -5.6	4.7	1686	-29.8	-0.154	4.9	5.6	1	2.5	-0.1	1.7
C=CCSC1=NN2CCS(=O)(=O)N=C2S1
  -0.4	12.2	1578	5.0	0.293	100.1*	4.2	1.1	-0.2	-19.2	-10.6
CCCNCc1cc(OC)c(OCc2ccccc2)cc1Br
  -2.6	-5.4	1538	0.6	-1.1	38.0	-2.7	1.1	0.8	4.2	-11.0
O=C(Nc1nc(-c2cccs2)c(C(=O)C(F)(F)F)s1)c1ccccc1
  13.3	11.4	1768	-31.5	-6.53*	7.4	13.4	1	-0.4	2.3	1.7
Cc1nn(Cc2ccccc2Cl)c(Cl)c1/C=C/C(=O)OCC(=O)NC(N)=O
  5.1	1.8	1488	·	0.14	-2.6	-0.8	0.9	0.6	5.2	11.6
O=C(c1ccccc1)N1CC(COc2ccccc2)OC(c2cccnc2)O1 (stereo not drawn)
  -1.9	-2.1	1329	-3.5	-0.00793	54.0*	-8.5	1	-0.3	-2.2	0.2
O=C(NCCc1ccncc1)Nc1ccccc1
  10.9	-1.7	1490	11.5	·	-5.7	5.3	0.7	-4.0	-10.1	31.4
Nc1nc(CN2CCN(Cc3ccccc3)CC2)nc(Nc2ccccc2)n1
  -10.6	1.6	1552	·	·	2.4	8.2	1	2.1	2.6	0.9
Brc1c(CSc2nc3ccccc3o2)nc2ncccn12
  4.0	5.1	1565	19.0	-0.407	-0.4	2.0	0.9	0.2	4.7	10.1

Part of the list above, showing only S1P3 antagonist and bIAP inh:
molecule | S1P3 antagonist | bIAP inh
O=C(CNC(=O)c1cccs1)N/N=C/c1c[nH]c2ccccc12 | 5.0 | 5.3
COc1ccccc1-c1c(C)c(C)nc(N)c1C#N | -29.8 | 1.7

Records listed so far marked active in ROMK primary:
Molecule | PPARg SRC-2 ag | PPARg SRC1 recr | S1P3 antagonist | ROMK primary | PPARg SRC-3 ag | bIAP act | Redox H2O2 prof | TLR4 MyD88 comp | bIAP inh
O=C(Nc1nc(-c2cccs2)c(C(=O)C(F)(F)F)s1)c1ccccc1 | 13.3 | 11.4 | -31.5 | -6.53* | 13.4 | 1 | -0.4 | 2.3 | 1.7

Additional compounds.
Values run as follows: PPARg SRC-2 ag	PPARg SRC1 recr	SRC2 TRFRET art	S1P3 antagonist	ROMK primary	L major viab	PPARg SRC-3 ag	bIAP act	Redox H2O2 prof	TLR4 MyD88 comp	bIAP inh
CCCCOc1ccc(C(=O)N2CCCC2)cc1
  -2.7	-3.0	1257	·	-0.09	-2.9	0.1	0.9	0.1	-12.7	8.3
O=C(NC(=S)NC1CCCC1)c1ccccc1Br
  7.9	1.5	1625	-7.8	-0.169	-10.7	4.8	0.9	-0.5	11.1	11.8
CCCN(CCC)c1nc(Cl)nc(NCCN2CCOCC2)n1
  1.8	7.8	1575	-3.7	-0.843	1.3	3.0	1.1	-0.3	-1.0	-7.9
CN(C)C(=O)c1c2c(nc3ccccc13)-c1ccccc1CC2
  7.7	4.3	1517	·	-0.274	0.1	6.5	0.9	-7.3	-17.4	6.6
O=C(CN1CCOCC1)Nc1ccccc1Cl
  8.0	1.3	1449	·	1.47	0.8	3.9	0.9	0.2	-0.6	7.2
O=[N+]([O-])c1ccc(/C=N/n2c(-c3cccnc3)n[nH]c2=S)cc1
  -4.5	-2.2	1540	8.2	·	-3.0	-7.6	1.1	0.3	9.2	-5.4
O=C(Nc1ccc(N2CCCCC2)c(C(=O)O)c1)c1ccco1
  13.4	2.9	1650	-2.1	·	-9.8	3.0	0.9	-3.1	-7.8	14.3
CC(C)(C)OC(=O)N1CCC(C(=O)N2CCCCCC2)CC1
  0.3	-1.3	1613	15.0	0.792	-9.0	3.5	1	-0.6	6.4	-1.9
Nc1scc(-c2ccncc2)c1Cl
  1.9	7.5	1374	-14.7	·	-1.3	1.6	1	-0.1	-7.1	-2.0
CCc1n[nH]c(=S)n1/N=C/c1ccc(NC(C)=O)cc1
  -0.8	-0.2	1897	-9.4	-0.0905	-4.7	4.9	1	-1.9	-0.2	1.0
COc1ccc(C2CC(c3cccc(C)c3)n3ncnc3N2)cc1 (stereo not drawn)
  11.3	1.8	1575	-27.4	·	0.2	11.4	0.9	-1.0	4.5	7.1
COc1ccc(-n2cnc3cc(NS(=O)(=O)c4ccccc4)ccc32)cc1
  -4.3	2.8	1455	·	·	22.5	6.1	1	-0.2	-11.6	2.2
CC1CCN(S(=O)(=O)N2CCC(C(=O)NC3CCCC3)CC2)CC1
  -6.7	-0.3	1487	-7.8	0.147	-0.6	-0.2	1.2	0.3	-7.5	-16.8
Cc1ccccc1CN(C)CCc1ccccn1
  2.0	4.5	1609	-16.0	-0.0254	-3.2	0.0	1.1	0.4	7.4	-7.9
C/C(CCc1ccc2c(c1)OCO2)=N\NC(=O)c1ccccc1
  10.5	0.6	1496	-13.3	0.189	-7.7	3.1	1	0.4	-15.1	1.1

More entries:
Values run as follows: PPARg SRC-2 ag	PPARg SRC1 recr	SRC2 TRFRET art	S1P3 antagonist	ROMK primary	L major viab	PPARg SRC-3 ag	bIAP act	Redox H2O2 prof	TLR4 MyD88 comp	bIAP inh
Cc1c(C(=O)Nc2ccncc2)oc2c1C(=O)CC(C)(C)C2
  -2.3	1.5	1760	-3.7	-1.82	6.7	-3.0	0.9	-0.7	-1.6	9.9
Cc1ccccc1C(=O)NC(CC(C)C)C(=O)OCc1cc(=O)n2cc(Br)ccc2n1 (stereo not drawn)
  10.9	4.0	1554	-6.2	-0.739	1.5	3.7	0.9	-0.2	4.4	8.3
Cc1ccc(C(=O)OC/C(O)=C(\C#N)c2nc3ccccc3[nH]2)cc1S(=O)(=O)N1CCOCC1
  1.8	3.8	1605	-5.6	·	-3.7	-1.2	0.7	0.5	12.8	27.3
Clc1ccccc1CSC1=NCCCN1
  -0.7	-2.9	1515	·	1.73	-0.8	-7.4	0.9	0.2	8.5	14.9
CCC1CCCCN1C(=S)NC(=O)c1ccc(F)c(S(=O)(=O)N2CCOCC2)c1 (stereo not drawn)
  7.9	1.3	1633	-3.9	·	-7.9	2.0	1	-0.3	-1.8	4.6
Cc1ccc(S(=O)(=O)NC2=NCN(Cc3cccnc3)CN2)cc1
  -1.1	2.7	1532	-22.5	0.576	-2.8	-7.1	0.9	0.0	-1.7	5.8
Cc1ccccc1Cn1cnc2c(oc3ccccc32)c1=O
  5.0	0.4	1485	-11.8	-0.054	0.0	-1.4	0.9	0.4	0.6	9.9
CCCCOC(=O)c1ccc(NC(=O)/C=C/c2cccs2)cc1
  -6.5	-1.2	1480	-15.9	·	-6.7	3.2	0.9	0.4	5.3	8.7
CCOc1ccc(NC(=O)COc2ccc(C(=O)NC3CCCc4ccccc43)cc2OC)cc1 (stereo not drawn)
  2.9	2.2	1520	-6.2	·	-2.3	2.1	1	0.4	-6.6	4.8
CC(=O)C1=C(O)C(=O)N(c2ccc(S(N)(=O)=O)cc2)C1c1ccccc1F (stereo not drawn)
  6.8	6.5	1479	·	0.525	0.4	3.4	0.9	0.1	10.7	13.9
COc1ccc(C(=O)C2CCCN(Cc3cnc(N4CCCC4)s3)C2)cc1OC (stereo not drawn)
  -2.7	-3.0	1581	3.6	0.409	71.8*	4.3	1	0.4	-0.7	-0.4
O=C(C[n+]1ccccc1)Nc1ccc(Oc2ccccc2)cc1
  -0.1	-2.3	1453	-16.8	·	17.2	-1.5	0.8	3.6	12.7	18.0
COc1cc2c(C)nc(C)c(C#N)c2cc1OC
  -1.4	1.8	1601	5.8	·	17.4	-3.8	0.9	4.2	-11.0	11.0
Cn1c(N)c(C(=O)CSc2nc3ccccc3c(=O)n2CCCN2CCOCC2)c(=O)n(C)c1=O
  11.3	4.0	1613	-16.4	-0.56	-0.4	-0.5	1.1	-0.6	-9.9	-12.8
COc1ccc(C(=O)OCC(=O)Nc2cc(S(=O)(=O)N3CCOCC3)ccc2N2CCCC2)cc1
  5.8	11.8	1657	-8.2	-1.22	7.3	7.3	1.1	-2.5	7.2	-14.6

The list continues:
Values run as follows: PPARg SRC-2 ag	PPARg SRC1 recr	SRC2 TRFRET art	S1P3 antagonist	ROMK primary	L major viab	PPARg SRC-3 ag	bIAP act	Redox H2O2 prof	TLR4 MyD88 comp	bIAP inh
Cc1nc(-c2cccc(C(F)(F)F)c2)sc1C(=O)O
  8.4	14.7	1724	-7.8	-2.72	-10.2	4.3	1	-0.4	6.0	2.3
CC(=O)Nc1ccc(S(=O)(=O)Nc2ccc(N3CCOCC3)cc2)cc1
  8.1	3.8	1653	-19.4	·	-0.6	11.4	0.9	-2.6	4.5	10.7
COc1ccccc1C(=O)NC(=S)/C=C1/N(C)c2ccccc2C1(C)C
  17.1	13.1	1664	-1.7	-0.0285	77.7*	10.7	0.9	·	2.4	8.1
COc1ccc(N(C(=O)c2ccc(Br)o2)C2C=CS(=O)(=O)C2)cc1 (stereo not drawn)
  -4.7	-1.9	1351	-18.8	1.22	9.1	-0.9	1	-0.1	-8.6	2.6
OCCC1CN(Cc2ccccc2-c2ccco2)CCN1Cc1ccccc1 (stereo not drawn)
  -2.4	5.9	1505	11.3	-2.15	18.6	-1.9	1	0.7	11.0	3.5
CCN(CC)c1ccc(NC(=O)CSc2nc3ccccc3c(=O)[nH]2)cc1
  5.5	2.1	1569	-2.8	·	-5.3	14.2	0.9	2.4	-5.2	5.9
N#CC1=C(SCC(=O)Nc2nccs2)NC(=O)CC1c1ccccc1 (stereo not drawn)
  -8.6	5.9	1691	·	1.04	27.6	8.9	1.1	-1.1	-3.5	-8.5
COc1ccc(CCNC(=O)c2cc(S(=O)(=O)N(C)c3ccccc3)ccc2Cl)cc1
  -0.8	7.7	1657	3.2	·	5.3	0.7	0.4	0.4	-7.2	·
O=C1SC(SCc2ccccc2)=N/C1=C\c1ccco1
  0.4	-7.3	1530	-5.0	·	-8.3	5.4	0.8	-0.3	2.4	20.8
Cc1ccc(NCc2ccccc2O)c(C)c1
  6.8	-1.3	1668	4.5	0.577	-7.5	0.9	0.9	-0.5	-3.8	12.0
Cc1nnc(SCC(=O)Nc2nccs2)s1
  9.5	3.1	1515	0.5	·	-10.6	0.6	0.8	-2.0	5.4	19.7
COC(=O)CNc1cccc(C(F)(F)F)c1
  0.7	-12.0	1269	4.7	-0.154	-8.3	4.6	1	-0.3	6.4	1.6

Screening results (PubChem)
